ALOX12 inh = inhibitors of human 12S-lipoxygenase ALOX12; P18054; purified 12hLO, xylenol orange hydroperoxide absorbance; Potency, µM (doses to about 108 µM), without a hit: top-dose activity change, negative = inhibition, most hits filed as inhibitors; 580,000 compounds, 1.1% hits; active = well fitted inhibition curve with a large enough effect; inconclusive = small, poorly fitted or top-dose-only effect, or another doubt; inactive = no such curve, though single readings can be large or run the other way
Target sequence (P18054 whole entry, looked up): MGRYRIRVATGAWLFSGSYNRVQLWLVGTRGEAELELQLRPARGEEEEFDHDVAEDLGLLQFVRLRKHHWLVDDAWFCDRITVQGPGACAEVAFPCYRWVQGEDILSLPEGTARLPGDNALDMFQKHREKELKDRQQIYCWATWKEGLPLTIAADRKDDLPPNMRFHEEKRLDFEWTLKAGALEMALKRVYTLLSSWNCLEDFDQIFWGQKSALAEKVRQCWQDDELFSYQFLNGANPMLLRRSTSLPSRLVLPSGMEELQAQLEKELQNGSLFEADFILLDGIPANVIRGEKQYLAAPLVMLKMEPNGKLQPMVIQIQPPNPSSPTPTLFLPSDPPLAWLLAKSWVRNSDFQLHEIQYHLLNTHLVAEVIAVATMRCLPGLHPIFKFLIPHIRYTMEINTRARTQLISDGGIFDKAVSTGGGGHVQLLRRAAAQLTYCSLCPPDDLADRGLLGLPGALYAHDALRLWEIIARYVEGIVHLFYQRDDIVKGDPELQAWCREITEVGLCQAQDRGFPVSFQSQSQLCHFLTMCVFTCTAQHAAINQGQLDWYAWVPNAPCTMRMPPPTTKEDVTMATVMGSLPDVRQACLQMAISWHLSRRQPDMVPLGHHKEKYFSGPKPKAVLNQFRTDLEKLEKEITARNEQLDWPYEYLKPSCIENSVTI
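Hydroperoxide product was detected by ferrous iron/xylenol orange as the 573 to 405 nm absorbance ratio. Arachidonic acid at 40 uM (final) was turned over for 30 min at room temperature by 150 nM human 12hLO, pH 7.0 Hepes buffer, after 15 min compound preincubation.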
* hit, by the source's call; ? = inconclusive; [ ] = remark or other dose. % is scaled to controls: 0 for no effect and ±100 for the full control effect; potency is read from the fitted curve at half-maximal effect. These rows are one share of the data; count on the stated rates, not on these rows.

SMILES | ALOX12 inh
Cc1cccc(C(=O)OCCCN(C)C)c1 | -28%
Cc1nc(SC(C)C)c2c(=O)n(C)c(=O)n(CC(C)C)c2n1 | -17%
CC(Oc1ccccc1C(N)=O)c1ccccc1Cl (stereo not given) | 24%
NCCCCC(=O)N1CCOc2c(O)cc(-c3csc4ccccc34)cc2C1 | 17%
Cc1ccc2c(=O)cc(C(=O)N3CCN(c4cccc(Cl)c4)CC3)oc2c1C | ?
CN(CCc1noc(C2CC2)n1)c1ncncc1C(=O)O | ?
CCOCCOC(=O)COc1ccc2c(=O)c(Oc3ccccc3Cl)coc2c1 | -43%
C[C@H](O)[C@@H]1CN2CCc3ccc(-c4ccc5c(c4)OCO5)cc3[C@@H]2C[C@@H]1N(C)C(=O)Nc1ccccc1 | 8%
CCCCCCCCCCCCc1ccc(-c2ccc(CC)cn2)cc1 | -1%
O=C(CCn1ccn2nc3c(c2c1=O)CCCC3)Nc1ccc(F)cc1Cl | -4%
CCCNc1nc(Nc2ccc(C)cc2)c2cnn(C)c2n1 | 8%
COC(=O)c1ccc(NC(=O)N2CC(N(C3CCOCC3)S(C)(=O)=O)C2)cc1 | 16%
CCCS(=O)(=O)NC(=O)C1(C)CCCN(C(=O)c2cc(F)cc(F)c2)C1 (stereo not given) | -19%
CCc1c(C)sc(NC(=O)c2cccc(Br)c2)c1C#N | ?
O=C1/C(=C/c2cccc(O)c2)C(c2ccccc2)Oc2ccccc21 (stereo not given) | ?
CCCNC(=O)c1ccc(Cn2cc(-c3ccc(C)cc3)ncc2=O)cc1 | -12%
C[C@@H](NC(=O)Nc1cccnc1)c1onc(-c2ccc(Cl)cc2)c1C(=O)O | 15%[176 µM]
O=C(O)c1ccc(CNCC(O)c2ccccc2)cc1 (stereo not given) | ?
CC(=O)Nc1ccc(S(=O)(=O)N2CCN(c3ccc(C(C)=O)cc3)CC2)cc1 | 28%
O=C(CCC1CCN(Cc2cc3ccccc3o2)CC1)NC1CCN(Cc2ccccc2)C1 (stereo not given) | 14%
Cc1ccc(-c2[nH]ncc2CN)cc1 | 62%[activator]
Cc1cccc(S(=O)(=O)NC(=O)C2(C)CCN2C(=O)C/C=C/c2ccccc2)c1 (stereo not given) | ?
O=C(c1ccsc1)N1CCC2(CC1)NC(=O)N(Cc1ccc(Cl)cc1)C2=O | ?
CC1(Cc2ccc(F)cc2)C(=O)Nc2ccc(-c3cccnc3)cc21 (stereo not given) | -1%
CN(Cc1ccccc1)C(=O)c1ncn2c1C(=O)N(C)CC2 | -5%
COc1ccccc1S(=O)(=O)N[C@@H]1CC[C@@H](CCn2cc(C3CC3)nn2)O[C@@H]1CO | -10%
Cc1oc(-c2ccccc2)nc1C(=O)N(C)Cc1ccc(C(N)=O)cc1 | 5%
CCCCN(C(=O)c1cc(S(=O)(=O)N2CCOCC2)ccc1N1CCOCC1)c1ccccc1 | ?
CCCOC(=O)C(N)c1ccccc1 (stereo not given) | ?
CCc1ccc2oc(C(=O)Nc3ccc4nsnc4c3)cc(=O)c2c1 | ?
CCc1ccc(-n2nc(C)c3c2NC(=O)CC3C(=O)c2ccc(CC)s2)cc1 (stereo not given) | -21%
COc1cccc(Nc2nc(C(N)C3CCCCC3)cs2)n1 (stereo not given) | -8%
CCOC(=O)N1CCN(S(=O)(=O)N2CCCC(C(=O)NCc3ccc(C)cc3)C2)CC1 (stereo not given) | 10%
Cc1cnc(NC(=O)CCc2c(C)[nH]c(=O)[nH]c2=O)s1 | ?
CN(Cc1ccccc1)c1nc2c(c(=O)n(C)c(=O)n2C)n1CC(O)COc1ccccc1 (stereo not given) | -9%
COc1ccc2nc(-n3ncc4c3NC(=O)CC4c3ccc(O)c(OC)c3)sc2c1 (stereo not given) | 3%
O=C(NCCOc1cccnc1)c1cn(Cc2cccc(C(F)(F)F)c2)nn1 | -1%
CC(=O)N1CCC(C(=O)N2CCN(Cc3ccccc3)CC(O)C2)CC1 (stereo not given) | -12%
Cc1ccc(-c2nc3ccc(Cl)cn3c2Cc2cccc(F)c2)cc1 | -60%
O=C(Cc1noc(C(=O)NCC2CC2)n1)Nc1cccc2ncccc12 | 8%
O=C(c1ccccc1-c1ccccc1F)N(Cc1cccnc1)C1CC1 | 44%[activator]
O=C(Nc1ccccc1C1CC1)C1CC1 | 29%
COc1ccccc1OCCNC(=O)C1CCN(C(=O)N2CC3CC(C2)[C@H]2CCCC(=O)N2C3)CC1 (stereo not given in full) | 32%[activator]
CNc1cccc(-c2cc(OC)c(OC)c(OC)c2)n1 | 7%
COc1ccc(-c2cc3c(=O)n(CCNC(=O)c4c(F)cccc4Cl)ccn3n2)cc1 | 17%
O=C(/C=C/c1ccccc1)NC(=S)NNC(=O)c1ccccc1 | 6.3µM*
COc1ccc(Cn2cc(CN3CC(N4CCCC4)CS3(=O)=O)nn2)cc1 (stereo not given) | ?
CC(NC(=O)c1coc(COc2ccc(F)cc2Cl)n1)c1cnn(C)c1 (stereo not given) | 10%
COc1ccc(C2=NC(C(F)(F)F)(C(F)(F)F)N=C(N(C)C)O2)cc1 | 9%
CC(C)CN[C@H]1[C@H](O)[C@H](O)C[C@@H]1c1ccc(N2CCOCC2)nc1 | 9%[176 µM]
COc1ccc2nc(C[C@@H]3C[C@@H](C(C)C)[C@H](CNC(=O)CCCC(=O)O)C=C3C)[nH]c2c1 | 32%
CCN(CC1CCOCC1)C(=O)Cc1cnc2c(C)cccn12 | -3%
C[C@H](CO)N1C[C@H](C)[C@@H](CN(C)S(=O)(=O)c2ccc(-n3cccn3)cc2)OCc2cnnn2CCCC1=O | 0%
Cc1ccc(-c2nocc2CCC(=O)NCC2CCCO2)cc1 (stereo not given) | 48%[activator]
C=CCNc1ncnc2c1ncn2[C@H]1CN(Cc2ccc(-c3ccccc3)cc2)C[C@@H](CO)O1 | -10%
Cc1[nH]c2ccccc2c1C(=O)CN1CCN(C)CC1 | -1%
CCc1ccc(NC(=O)c2c(OC)cc(=O)n3c2CCCC3)cc1 | 6%
Cc1nonc1CC(=O)N1CCCC(CNS(=O)(=O)c2cccs2)C1 (stereo not given) | -6%
CC(Oc1cccc(Cl)c1)C(=O)Nc1ccc2c(N3CCOCC3)ncnc2c1 (stereo not given) | -13%
Cc1cc(Oc2cc(C#N)c(C#N)cc2Oc2cc(C)c(Cl)c(C)c2)cc(C)c1Cl | 6%

Part of the list above in order of length of the SMILES, largest number first.
SMILES | ALOX12 inh
C[C@H](CO)N1C[C@H](C)[C@@H](CN(C)S(=O)(=O)c2ccc(-n3cccn3)cc2)OCc2cnnn2CCCC1=O | 0%
C=CCNc1ncnc2c1ncn2[C@H]1CN(Cc2ccc(-c3ccccc3)cc2)C[C@@H](CO)O1 | -10%
Cc1[nH]c2ccccc2c1C(=O)CN1CCN(C)CC1 | -1%

New compounds follow.
SMILES | ALOX12 inh
N#C/C(=C/c1cccc(/C=C(/C#N)c2nc3ccccc3[nH]2)c1)c1nc2ccccc2[nH]1 | -29%
O=C(CCn1nnc2ccccc21)N1CCC2(CC1)[C@H](O)C[C@@H]2OCCO | 31%[activator]
COCCCNC(=O)c1nc(Cc2c[nH]c3ccccc23)no1 | 8%
COc1ccc(S(=O)(=O)N2C[C@@H]3C[C@H](C2)c2c(-c4ccc(OC(F)(F)F)cc4)ccc(=O)n2C3)cc1 | 49%
O=C1CCC2(CCN1)CCN(S(=O)(=O)c1ccccc1F)CC2 | 25%
CC(C)(C)c1ccc(NC(=O)CCc2ncc(-c3ccccc3F)o2)cc1 | 8%
CC(C)CN1CCC1(C)C(=O)Nc1ccc(OC(F)F)cc1 (stereo not given) | 4%
Fc1ccc(-c2cnc(COc3ccc(-c4nnco4)cc3)o2)cc1 | -23%
COc1ccc(S(=O)(=O)N2CCC3(CC2)CC(N(C)Cc2ccccc2)CCO3)cc1 (stereo not given) | ?
CCOC(=O)C1CCN(CCC(=O)Nc2cc(OC)cc(OC)c2)CC1 | 24%
O=c1c2ccccc2sc2ccc(Br)cc12 | -16%
O=S(CCN1CCN(Cc2c(F)cccc2Cl)CC1)c1ccccc1 (stereo not given) | 11%
O=C(Nc1cccnc1)c1nnn2c1CN(Cc1ccccc1F)C(=O)CC2 | -10%[176 µM]
Cc1ccccc1OCC(=O)NCc1ccc(CS(N)(=O)=O)cc1 | 11%
CCCNC(=O)C1(C)CCN1C(=O)c1ccccc1CCc1ccccc1 (stereo not given) | 10%
COc1ccc(S(=O)(=O)N2CCC3CC2c2c(-c4ccc(C(F)(F)F)cc4)cccc23)cc1 (stereo not given) | 6%
COc1ccc(C(=O)N2C[C@@H](F)[C@@H](OCc3nc4ccccc4o3)C2)cc1 | 33%[activator][176 µM]
COc1ccc(C2C3=C(CCCC3=O)Nc3ccccc3N2C(=O)c2ccccc2)cc1OC (stereo not given) | -2%
C#CCNC(=O)CC[C@@H]1CNC(=O)[C@@H]2C[C@H](NC(=O)c3ccco3)CN12 | ?
CCN1CCN(Cc2nc3c(c(=O)n(C)c(=O)n3C)n2CCCO)CC1 | 15%
CC(C)=CCn1c(-c2cc(C)oc2C)cn2cc(C(=O)N[C@@H](C)C(N)=O)nc2c1=O | 29%
O=C(COC(=O)CCC1CCCC1)Nc1ccc2c(c1)OCO2 | -29%
CC(C)CNc1ncnc2c1CN(C1CCCC1)C(=O)CN2C | -1%[6.33 µM]
CCN(CC)C(=O)[C@@H]1C[C@@H](NC(=O)C2CCCC2)CN1Cc1ccoc1 | 62%[activator]
COc1ccc(-c2nn(C)c(=O)c3ccccc23)cc1NC(=O)c1ccc(Cl)cc1 | ?
Cc1nc(C(=O)N2CC(=O)N(C3CCCCC3)CC(OCc3ccccc3)C2)cs1 (stereo not given) | 20%
CC(=O)N1CCC(N2CCC[C@H]2c2nc(-c3ccc(N4CCC(C(N)=O)CC4)nc3)no2)CC1 | ?
CCOC(=O)c1ccccc1NC(=O)Nc1cn(CC(C)C)c(=O)c2ccccc12 | -7%
CCN(CC)c1ccc(NC(=O)CSc2ncnc3ccccc23)cc1 | -15%
O=C(c1ccccc1OCc1ccccc1)N1CCC2(CC1)[C@H](O)C[C@@H]2O | 16%
C/C=C(\C)C(=O)NCCN1Cc2ccccc2OC(c2ccccc2OC)C1 (stereo not given) | 10%
Cc1nn(CCC#N)c(C)c1[C@@H]1C=C[C@@H](NCc2ccc(F)cc2)C1 | -1%[176 µM]
CCC(C)NC(=O)C(=O)NCCc1c[nH]c2ccccc12 (stereo not given) | ?
Cc1ccc(-c2cc(C(=O)Nc3nnc(C4CC4)s3)c3ccccc3n2)o1 | 7.9µM*
O=C(c1ccc(F)cc1)N1CCn2c(nn(-c3ccncc3)c2=O)C1 | 13%
COc1ccc(CN(C)CCCn2cnc3c(OC)ncnc32)cc1OC | -7%
Cc1noc(-c2cn(C3CCN(C(=O)c4cc5ccccc5[nH]4)CC3)nn2)n1 | 11%
CCOc1cc(C(=O)Nc2ncc(C)s2)ccc1OC | 22%
c1csc(-c2nc3nccc(-c4ccncc4)n3n2)c1 | -1%
Cc1ccc(CNC(=O)C2CCCCC(=O)N2C)cc1 (stereo not given) | 6%
Cc1oc(-c2nc(C#N)c(N3CCOCC3)o2)cc1S(=O)(=O)N1CCCCC1 | -2%
CCc1nnc(NC(=O)Cc2ccc(OC)c(S(=O)(=O)N3CCOCC3)c2)s1 | -5%
O=[N+]([O-])c1cc(S(=O)(=O)Nc2cccc(Cl)c2)ccc1N/N=C/c1ccc(F)cc1 | -30%
COc1cc(NC(=O)Cn2cc(C#N)c3ccccc32)cc(OC)c1 | 0%
CCC(=O)N(C)C[C@H]1Oc2cc(-c3cccnc3)ccc2S(=O)(=O)N([C@H](C)CO)C[C@H]1C | -9%
O=C(COc1ccc(Cl)cc1)Nc1ccc(-c2nnc3n2CCCC3)cc1 | 35%[activator]
Cc1ccccc1OCc1nc(C2CN(C(=O)COc3ccc(F)cc3)C2)no1 | 49%[activator]
O=S(=O)(N1CC=C(c2c[nH]c3ccccc23)CC1)N1CCCCC1 | ?

3 entries from above, arranged by the number in ALOX12 inh, lowest first.
SMILES | ALOX12 inh
COc1ccc(C2C3=C(CCCC3=O)Nc3ccccc3N2C(=O)c2ccccc2)cc1OC (stereo not given) | -2%
COc1ccc(S(=O)(=O)N2CCC3CC2c2c(-c4ccc(C(F)(F)F)cc4)cccc23)cc1 (stereo not given) | 6%
CC(NC(=O)c1coc(COc2ccc(F)cc2Cl)n1)c1cnn(C)c1 (stereo not given) | 10%

Molecules from the list above with a CF3 group, in the order listed:
SMILES | ALOX12 inh
O=C(NCCOc1cccnc1)c1cn(Cc2cccc(C(F)(F)F)c2)nn1 | -1%
COc1ccc(C2=NC(C(F)(F)F)(C(F)(F)F)N=C(N(C)C)O2)cc1 | 9%
COc1ccc(S(=O)(=O)N2C[C@@H]3C[C@H](C2)c2c(-c4ccc(OC(F)(F)F)cc4)ccc(=O)n2C3)cc1 | 49%
COc1ccc(S(=O)(=O)N2CCC3CC2c2c(-c4ccc(C(F)(F)F)cc4)cccc23)cc1 (stereo not given) | 6%

Next results.
SMILES | ALOX12 inh
Cc1nonc1CN1CCC2(CC1)C(C(=O)O)CC(=O)N2C (stereo not given) | 0%
COC(=O)C(C)N1C(=O)S/C(=C/c2ccc(C)o2)C1=O (stereo not given) | ?
Cc1ccc(C(=O)NCCn2cccc2-c2nc(-c3ccccc3)no2)cc1 | 46%[activator]
COCCNC(=O)c1cc(S(=O)(=O)N2CCC3(CC2)OCCO3)ccc1F | -15%
C=CCCC1CN(Cc2ccc(OC)cc2)S(=O)(=O)c2c(Oc3cc(C)c(C)c(C)c3)cccc2O1 (stereo not given) | 12%
CCCN(CCC)C(=O)C1COC2(CCC(C)CC2)N1C(=O)c1ccccc1F (stereo not given) | 49%[activator]
COc1cccc(-c2cccc(C(=O)N3CCC4(CCCN(C)C4=O)C3)c2)c1 (stereo not given) | ?
Cn1cnc2cc(-c3ccc(F)cc3)cc(C(=O)NCCc3ccccn3)c21 | 9%[176 µM]
CCCn1nc(C(=O)OCc2nnc(C)o2)c2ccccc2c1=O | 0%

High-throughput results deposited in PubChem by National Center for Advancing Translational Sciences (NCATS).
